Source: PubChem
PKM2 act: activators of human pyruvate kinase M2; purified PKM2, Kinase-Glo ATP luminescence, activation; response scale: 0% is enzyme alone, no compound; Potency, µM (doses to about 57.5 µM), for the others: at the highest dose activation, usual class: activators; 260,000 tested, 0.34% active; further: potency means the concentration at half of the fitted maximal effect; nearly all actives have a fitted effect of over 55% in size
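Kinase-Glo luminescence reports ATP generated from ADP (0.1 mM) and PEP (0.5 mM) by purified hPK-M2 after 1 h at room temperature, pH 7.2 imidazole buffer; intermediate enzyme activity allows detecting inhibitors and activators.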
B2AR arrestin: agonists driving beta-arrestin recruitment to human beta2-adrenergic receptor; beta-arrestin recruitment to beta2AR, cell-based reporter; Potency, µM (doses to about 46.1 µM), inactives show top-dose activation, most hits filed as activators; 330,000 tested, 0.02% active;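 further: potency means the concentration at half of the fitted maximal effect; 0% = DMSO controls and full agonism = EC100 isoproterenol or metaproterenol; nearly all actives have a fitted effect of over 65% in size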
uPA generation: inhibitors of cell surface uPA generation; cell surface uPA generation assay, qHTS; Potency, µM (doses to about 38.3 µM), without a hit: top-dose activity change, negative = inhibition, hits mostly inhibitors; 330,000 tested, 0.31% active; active means well fitted inhibition curve with a large enough effect; inconclusive means small, poorly fitted or top-dose-only effect; inactive means no such curve, though single readings can be large or run the other way; tested in mouse RAW 264.7 cells; further: potency means the concentration at half of the fitted maximal effect; nearly all actives have a fitted effect of over 55% in size
Eya2 inh: blocks the phosphatase activity of human Eya2. recombinant Eya2, OMFP fluorescence dephosphorylation (OMFP is methylfluorescein phosphate). Potency, µM (doses to about 76.9 µM), for the others: at the top dose activity, negative = inhibition, hits mostly inhibitors. 330,000 tested, 0.006% active. AID 488837; further: potency means the concentration at half of the fitted maximal effect
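Eya2 protein (added as 0.2 uM solution) was preincubated with compound for 10 min at ambient temperature in 50 mM HEPES pH 7.5, 50 mM NaCl, 5 uM MgCl2, 0.05% BSA, 1 mM DTT. OMFP (added at 50 uM) then reacted 10 min; fluorescence read at 485/525 nm.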
Giardia killer: Giardia lamblia killing; Giardia lamblia trophozoite viability; activity change, % at 7.66 µM, hits read low; 340,000 tested, 0.15% active; AID 540267; in the data active means activity change below about -80%; inconclusive means between about -30% and that limit;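 further: parasites exposed to compound for two days anaerobically before the ATP read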
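Compounds were tested on trophozoites seeded at 100 cells/well and held 48 hrs at 37 deg C anaerobically. An ATP-based luminescent kit measured the remaining live cells.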
hERG WT inh: KCNH2 (human, wildtype) channel inhibition. Q12809. U2OS, BacMam KCNH2, thallium flux FluxOr; hits give low values. activity change, % at 1.84 µM. 340,000 tested, 0.37% active;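 active means maximum activity change below -70%; inconclusive means maximum activity change between -70% and -50%; inactive means maximum activity change above -50%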
Target sequence (Q12809 whole entry, looked up): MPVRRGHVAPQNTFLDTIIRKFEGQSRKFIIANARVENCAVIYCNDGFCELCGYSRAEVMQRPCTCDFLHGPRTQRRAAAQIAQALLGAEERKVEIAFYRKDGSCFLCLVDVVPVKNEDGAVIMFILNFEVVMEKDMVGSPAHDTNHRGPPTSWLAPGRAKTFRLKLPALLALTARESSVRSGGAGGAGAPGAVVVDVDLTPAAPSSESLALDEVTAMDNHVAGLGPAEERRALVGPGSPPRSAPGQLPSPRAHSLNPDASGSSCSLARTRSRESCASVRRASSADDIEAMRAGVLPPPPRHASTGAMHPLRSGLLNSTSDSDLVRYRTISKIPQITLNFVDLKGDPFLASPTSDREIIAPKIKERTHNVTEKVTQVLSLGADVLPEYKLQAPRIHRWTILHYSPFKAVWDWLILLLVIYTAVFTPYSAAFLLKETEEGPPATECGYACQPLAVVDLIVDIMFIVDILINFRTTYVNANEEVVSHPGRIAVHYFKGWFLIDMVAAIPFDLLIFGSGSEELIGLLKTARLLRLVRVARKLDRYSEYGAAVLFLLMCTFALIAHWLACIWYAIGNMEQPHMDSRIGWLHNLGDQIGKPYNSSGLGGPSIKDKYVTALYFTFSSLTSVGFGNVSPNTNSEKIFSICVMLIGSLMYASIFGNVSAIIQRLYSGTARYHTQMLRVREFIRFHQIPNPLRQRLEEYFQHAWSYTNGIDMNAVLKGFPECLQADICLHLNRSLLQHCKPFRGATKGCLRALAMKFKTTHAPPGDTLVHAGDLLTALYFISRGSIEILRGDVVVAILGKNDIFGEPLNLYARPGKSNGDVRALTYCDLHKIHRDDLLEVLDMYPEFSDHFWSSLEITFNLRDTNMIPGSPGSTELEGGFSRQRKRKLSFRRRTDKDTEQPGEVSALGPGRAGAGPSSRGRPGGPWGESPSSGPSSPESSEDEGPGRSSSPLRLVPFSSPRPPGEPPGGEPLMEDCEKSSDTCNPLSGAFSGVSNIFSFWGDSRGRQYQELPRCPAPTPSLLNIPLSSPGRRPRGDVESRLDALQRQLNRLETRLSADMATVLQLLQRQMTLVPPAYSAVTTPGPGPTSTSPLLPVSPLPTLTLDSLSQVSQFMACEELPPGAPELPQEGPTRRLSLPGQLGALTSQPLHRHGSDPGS
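U2OS cells transduced with wild-type KCNH2 virus are loaded with FluxOr dye for 45 min, and thallium flux is measured in kinetic reads before and after stimulation buffer. Rate constants are normalized to DMSO controls.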
Coupling enz: inhibits coupling enzyme system, counter-screen for aldolase hits. coupling enzyme system counterscreen, AmpLite Red fluorescence. activity change, negative = inhibition, % at 58.2 µM, hits read low. 290,000 tested, 0.67% active. AID 2472; in the data active means activity change below about -30%
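Counterscreen of the coupled detection system alone, without aldolase: glyceraldehyde-3-phosphate coupling enzymes plus AmpLite Red readout. Compounds at 57.5 uM final, 10 min RT preincubation, 20 min RT reaction, fluorescence 525/598 nm.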
Chronic BCR inh: blocks chronic active B-cell receptor signaling; Potency, µM (doses to about 46.1 µM), for inactives: at the highest dose ratio change, negative = lower green/red ratio, hits mostly inhibitors; 340,000 tested, 0.05% active; ABC-DLBCL IkBa-CBG/CBR reporter, luminescence ratio, 4 h; active means well fitted inhibition curve with a large enough effect in the signal ratio, with a control signal flat, not every such curve was filed as active; inconclusive means small, poorly fitted or top-dose-only effect, or effect the other way, or a change in a side signal; the % refers to the signal ratio;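 further: potency means the concentration at half of the fitted maximal effect; plate controls were basal doxycycline-induced cells for no effect and cells given 10 µM MG132 for full effect; MG132 reads +100%, hits lower the ratio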
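Concentration-response series (up to 46 uM) were applied to TMD8 dual-reporter cells for 4 h at 37C with doxycycline. Green/red ratio, after filter-overlap correction, defined %Activity; red signal alone was normalised to basal cells and zero luminescence.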
USP2a block: blocks human ubiquitin-specific protease USP2a. O75604. USP2 core, Ub-CHOP2 coupled fluorogenic reporter, 485/531. Potency, µM (doses to about 38.3 µM), inactives show top-dose activity change, negative = inhibition, usual class: inhibitors. 330,000 tested, 0.01% active. AID 463254;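 further: potency means the concentration at half of the fitted maximal effect; plate controls were DMSO wells for no effect and full inhibition by NEM control for full effect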
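Deubiquitinase activity read as fluorescence (485/531 nm) after Ub-CHOP2 cleavage activates the enterokinase reporter on its substrate; USP2 core 10nM, Ub-CHOP2 and substrate 25nM each, 30min compound preincubation then 60min RT; data normalized to NEM, curves fitted.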
KCNH2 3.1 block: inhibitors of human KCNH2 3.1 potassium channel isoform; U2OS KCNH2 3.1, thallium flux FluxOr; hits give low values; activity change, % (tested at about 1.8 µM); 340,000 tested, 0.95% active; AID 720553;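 active means maximum activity change below -70%; inconclusive means maximum activity change from -70% to -50%; inactive means maximum activity change above -50%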;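 further: thallium influx rate constant from kinetic fluorescence after stimulation buffer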
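U2OS cells transduced with KCNH2 3.1 mutant virus (1.77 x 10^8 /mL, 4 h), plated overnight at 37 C, loaded 45 min with FluxOr dye plus Red40 quencher. Thallium flux rate constant from kinetic reads after stimulation buffer, normalised to controls.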
GALK inh: blocks human galactokinase activity. Potency, µM (highest dose often 57.5 µM), without a hit: top-dose activity change, negative = inhibition, hits mostly inhibitors. Purified GALK, Kinase-Glo residual ATP luminescence. 270,000 tested, 0.007% active; further: potency means the concentration at half of the fitted maximal effect
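Kinase-Glo Plus luminescence measured ATP left after a 1 h room-temperature reaction. The reaction used 5 nM GALK, 100 uM galactose and 35 uM ATP at pH 8.0 (20 mM HEPES, 5 mM MgCl2, 60 mM NaCl, 1 mM DTT, 0.01% BSA).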
Active calls of the source: *; ? = inconclusive; . = not tested or not shown; [ ] = remark or other dose. Unless noted, the call rests on the fitted dose curve; in most records, active means well fitted curve in the direction sought with a large enough effect; inconclusive means small, poorly fitted or top-dose-only effect, or another doubt; inactive means no such curve, though single readings can be large; an effect the other way counts as inactive or inconclusive. Unless noted, on the % scale 0 is the no-effect control and ±100 the full control effect.

SMILES | PKM2 act | B2AR arrestin | uPA generation | Eya2 inh | Giardia killer | hERG WT inh | Coupling enz | Chronic BCR inh | USP2a block | KCNH2 3.1 block | GALK inh
O=C(COC(=O)/C=C/c1ccc(F)cc1)NC1CCS(=O)(=O)C1 (configuration not stated) | . | -0.2% | 3% | -33% | -11 | 1 | . | 3% | -1% | 5 | .
CCc1c(C)nc2c(Br)cccc2c1SCCC#N | -4% | -1.3% | -8% | 4% | 5 | 2 | 1 | -9% | -2% | -21 | 0%
Cn1c(-c2cnn(-c3ccccc3)c2N)n[nH]c1=S | -5% | 8.1% | 2% | -5% | -9 | 2 | -1 | -8% | 1% | 3 | -1%
CCOC(=O)C1CCCN(C(=O)CN2C(=O)c3ccccc3C2=O)C1 (configuration not stated) | -4% | 0.0% | 1% | 4% | 2 | -17 | 6 | -4% | 0% | -22 | -1%
Cc1nn(C)c(C)c1S(=O)(=O)N1CCC(C(=O)NC2CCCCC2)CC1 | -6% | -0.6% | -1% | 21% | -22 | -4 | 3 | -2% | -2% | 15 | 0%
O=C1c2cnc3nc(SCc4ccccc4)nn3c2CC2c3ccccc3CCN12 (configuration not stated) | -3% | -0.5% | 1% | -22% | 35[activator] | -10 | 1 | 11% | 0% | -3 | 3%
Cn1c(Cn2cnc(Cl)c2Cl)nc2ccccc21 | 25µM* | -0.8% | 1% | -3% | 7 | 2 | 1 | -3% | 1% | -2 | 11%
Cc1cc(C)nc(NC(N)=NC2CCCCC2)n1 | 1% | 0.4% | -5% | -1% | 8 | 2 | 7 | -3% | 0% | 2 | 0%
Cc1cc(C)n(-c2ccc(C(=O)Nc3ccccn3)cc2)n1 | -15% | -0.1% | ? | 10% | -30 | -12 | 0 | ? | -1% | 9 | 7%
CCOC(=O)N1CCC(NC(=O)c2cccn3c(=O)c4cc(Br)ccc4nc23)CC1 | -4% | 0.2% | -7% | 0% | -11 | -2 | 0 | 3% | -1% | -1 | 1%
O=C(Nc1sccc1C(=O)NCc1ccco1)c1cccnc1 | 7% | -1.6% | . | 12% | 17 | -12 | -2 | ? | 1% | 6 | 2%
O=C(Cn1nnc(-c2ccccc2)n1)N=Nc1c(O)[nH]c2ccccc12 | 0% | 0.1% | 4% | -5% | -3 | 0 | 0 | -1% | -10% | 1 | 0%
COc1ccc(CCN(C)C(=S)Nc2cccc(C)c2)cc1OC | 0% | 0.2% | -5% | -8% | 7 | 5 | 0 | 6% | 3% | 1 | 16%
O=S(=O)(NCCc1ccccc1)c1ccc(F)cc1Br | . | -0.4% | 15% | -2% | 33[activator] | -4 | . | 7% | 3% | -3 | .
Cc1cc(C)cc(C(=O)NCC(=O)NCc2ccc(S(N)(=O)=O)cc2)c1 | . | -0.1% | 1% | -8% | 4 | 0 | 2 | -10% | -5% | 27 | -6%
COc1ccc(S(=O)(=O)NCC2CCC(C(=O)NCC(OC)OC)CC2)cc1 (configuration not stated) | -4% | -0.1% | 2% | 0% | -3 | -26 | 5 | 1% | 5% | 20 | 0%
CS(=O)(=O)NCCC1=CCCCC1 | -1% | -0.9% | 0% | 5% | 2 | -1 | 7 | -7% | 0% | -2 | 0%
CC(=O)N(C)c1ccc(NC(=O)c2ccco2)cc1 | -14% | 0.1% | -10% | 25% | -15 | 0 | 0 | -1% | 1% | 18 | 0%
O=C(/C=C/c1ccco1)Nc1ccc2c(c1)OCCO2 | -6% | -0.1% | -17% | 12% | -28 | -27 | -2 | ? | 0% | -7 | -1%
CC(=O)Nc1nc(-c2cccc3ccccc23)cs1 | 3% | -1.1% | -2% | 6% | -17 | -3 | -1 | -1% | 5% | -11 | -1%
CCOc1ccccc1OCCCC(=O)NC1=NCCS1 | -1% | -0.1% | 3% | -30% | -3 | 0 | -1 | ? | 1% | -17 | -4%
CN(C)S(=O)(=O)c1cccc(C(=O)Nc2ccccc2C(=O)NC2CC2)c1 | . | -0.4% | -8% | -4% | -2 | 9 | . | -1% | 1% | -14 | .
COc1ccc(CNS(=O)(=O)c2ccc(-c3ccc(=O)[nH]n3)o2)cc1 | . | -0.7% | 5% | 0% | 17 | 1 | . | 2% | 0% | -44 | -5%
CC1C(=O)CCN(C(C)(C)C)C1C (configuration not stated) | 0% | -0.6% | -1% | 2% | 1 | -13 | 1 | ? | -1% | 6 | -1%
CCCCn1c(N)c(N(CCOC)C(=O)COC(=O)C(C)(C)Oc2ccc(Cl)cc2)c(=O)[nH]c1=O | . | -0.5% | 1% | 5% | -9 | -18 | . | 9% | 1% | -11 | .
O=C(NC(C(=O)N/N=C/c1ccncc1)c1n[nH]c(=O)c2ccccc12)c1ccccc1 (configuration not stated) | -4% | 0.2% | 5% | 6% | 4 | 20 | 3 | -25% | 2% | 12 | 4%
CSCCC(C(=O)OC1CCOC1=O)N1C(=O)c2ccccc2C1=O (configuration not stated) | -1% | 0.1% | 20% | -2% | -24 | 11 | 0 | 0% | 14% | 8 | 1%
O=C(NCC1COc2ccccc2O1)C1C2C=CC3(CN(Cc4ccccc4Cl)C(=O)C13)O2 (configuration not stated) | -3% | -0.3% | 7% | 12% | -8 | -3 | 0 | -8% | 0% | -13 | 1%
Cc1cc(C)n(-c2nc3ccccc3nc2N2CCN(S(=O)(=O)c3cccc(C#N)c3)CC2)n1 | 0% | 0.1% | -2% | 3% | 16 | 1 | 0 | 12% | -6% | 18 | 5%
Cc1cc(-n2c(C)cc(C(=S)N3CCOCC3)c2C)ccc1Br | 12% | -0.2% | 6% | -7% | ? | 4 | -4 | -12% | 0% | -4 | 2%
CCCC(c1nnnn1CCOC)N1CCN(Cc2ccccc2)CC1 (configuration not stated) | -13% | -0.3% | 0% | 6% | 3 | 3 | 3 | 1% | 0% | -4 | -3%
O=C(NCc1ccccc1)c1cc(-c2cccc(O)c2)on1 | -2% | -0.7% | 2.8µM* | -7% | -20 | -4 | 1 | -12% | 4% | 6 | 0%
CCOc1ccc(C2C=C(c3ccccc3)Nc3nnnn32)cc1 (configuration not stated) | -3% | -0.9% | 1% | 8% | -9 | 2 | 1 | 8% | 0% | 9 | 5%
COc1ccccc1C1CCN(C(=O)c2cccc([N+](=O)[O-])c2)CC1 | -1% | -0.9% | -1% | 1% | ? | 16 | 9 | ? | -2% | -11 | -2%
Cc1ccc(-c2nc3c(c(=O)c4ccccc4n3C)c(=O)n2-c2ccc(F)cc2)cc1 | -2% | 0.9% | 0% | 7% | 5 | -2 | 6 | ? | 8% | -6 | -3%
COc1ccc(N=C2S/C(=C\c3cc(C)n(C)c3C)C(=O)N2CC(C)C)cc1 | -7% | 0.7% | -8% | 4% | -4 | -21 | -11 | 7% | 1% | -3 | .
C/C(CCN1CCCCc2nc(C)c(C)cc21)=N\O[C@H](C)c1cn([C@H](CO)Cc2ccccc2)nn1 | -2% | -1.7% | . | 4% | . | . | -4 | 0% | 1% | . | .
O=C/C=C/c1coc2ccc3ccccc3c2c1=O | 1% | -0.4% | 8% | -5% | 6 | -16 | 0 | 7% | 4% | 18 | 10%
C/C(=N\NC(=O)c1cccc(S(=O)(=O)N2CCCC2)c1)c1ccc(F)cc1 | . | -0.3% | 1% | -16% | -2 | -8 | . | 6% | -2% | -2 | .
N#Cc1ccc(C(=O)OCc2cccc(S(=O)(=O)N3CCOCC3)c2)cc1 | . | 0.1% | 12% | 6% | -8 | 9 | . | 3% | 0% | -1 | .
CC(=O)Nc1ccc(N2CCN(Cc3ccccc3F)CC2)cc1 | 3% | -0.4% | . | 2% | -7 | 6 | 1 | ? | 3% | 22 | -1%
Cc1ccc2cc3cc(C(=O)N4CCN(C(=O)c5ccco5)CC4)sc3nc2c1 | 7% | 0.0% | 3% | 10% | -19 | 6 | 1 | ? | 1% | -2 | -2%
CC(C)(C)OC(=O)N[C@@H](COCc1ccccc1)C(=O)N[C@@H](CO)[C@H](O)[C@@H]1C[C@@H]1C(=O)NC1CCCCC1 | 0% | 0.4% | 12% | 6% | -10 | -1 | 1 | 2% | -1% | -5 | .
COCCn1c(SCC(=O)Nc2ccc(Cl)c(S(=O)(=O)N(C)C)c2)nc2ccccc21 | -8% | -0.2% | 1% | -35% | -3 | -118* | -3 | -2% | -4% | 4 | -3%
